Source: PubChem BioAssay (several laboratories)
CaV13 FRET inh – Primary screen for inhibitors of IQ motif and Ca2+-dependent inactivation inhibitor domain binding in CACNA1D, Förster resonance energy transfer in living cells, …; HEK cells, CFP/YFP FRET ICDI-IQ, plate reader, 10 min; percent FRET-ratio fall versus neutral wells; inhibition, % at 12.3 µM; 0.098% of 340,000 active; AID 743397;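 active means mean replicate inhibition of at least 30% and at least 1% of replicates passing that level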;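 further: 0% = median of the neutral control wells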
HTR2A ag – mouse Htr2a agonists via beta-arrestin recruitment, primary screen, cell-based, luminescence; 5-hydroxytryptamine receptor 2A (Mus musculus), P35363; activation, % at 7.6 µM; CHO-K1 mHTR2A beta-arrestin complementation; percent of 30 µM serotonin response; 0.66% of 360,000 active;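 active means activation above a run cutoff, the mean activation of all tested compounds plus 3 SD, cut at about 14% in these data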;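 further: 0% = plate median of compound wells and 100% = 30 µM serotonin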
ABCB6 inh MLPCN – ABCB6 transporter inhibitors, primary screen, K562-ABCB6 cells, flow cytometry, MLPCN library | AID 602162, 2011 | 0.19% of 360,000 active | K562-ABCB6 porphyrin accumulation, 1 h; hits give low values | ATP-binding cassette sub-family B member 6 (Homo sapiens), Q9NP58 | fluorescence ratio to DMSO, % at 10 µM;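 active means fluorescence ratio to DMSO below 75%, the collection mean minus 3 SD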;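 further: signal is porphyrin accumulated inside mitochondria; 100% equals median channel fluorescence of DMSO control wells; lower ratio means ABCB6 inhibition with less porphyrin fluorescence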
N-glyco inh – increase of ERlucT glycosylation luciferase signal, primary screen, N-linked glycosylation inhibitor project, D54 ERlucT cells, luminescence, set 2. D54 ERlucT glycosylation luciferase reporter, 24 h; percent of 100 nM tunicamycin response. reporter increase, % at 12.5 µM. 0.23% of 360,000 active. AID 588692, 2011;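 active means mean luciferase reporter signal, scaled so untreated is 0 and the glycosylation-blocking control 100, at or above a set limit in every replicate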;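 further: luciferase carries N-glycosylation sites so blocking glycosylation raises the light; 0% = median of neutral control wells and 100% = median of 100 nM tunicamycin wells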
Cardio protect – cardioprotection against H2O2-induced cell death, primary screen, uHTS, H9c2 cells, ATPLite luminescence; H9c2 cardiomyocytes, H2O2 injury protection, 2 h; protection from H2O2 cell death, % at 20 µM; 0.63% of 360,000 active; AID 588492, 2011;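 active means compounds giving at least 50% protection of heart cells from peroxide-induced death in the single-dose screen, raw or plate-pattern-corrected value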;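 further: 0% = DMSO wells with peroxide and 100% = DMSO wells without peroxide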
MC4R ag barr – MC4R agonists recruiting beta-arrestin, primary screen, cell-based, luminescence, agonist arm of biased-ligand search; Melanocortin receptor 4 (Homo sapiens), P32245; U2OS MC4R beta-arrestin complementation; percent of melanotan II response, DMSO zero; activation, % at 8.9 µM; 0.98% of 360,000 active; AID 540308, 2011;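 active means activation above a per-plate cutoff, the mean activation of sample wells on that plate plus 3 SD, cut at about 8% in these data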
Target sequence (P32245 whole entry, looked up): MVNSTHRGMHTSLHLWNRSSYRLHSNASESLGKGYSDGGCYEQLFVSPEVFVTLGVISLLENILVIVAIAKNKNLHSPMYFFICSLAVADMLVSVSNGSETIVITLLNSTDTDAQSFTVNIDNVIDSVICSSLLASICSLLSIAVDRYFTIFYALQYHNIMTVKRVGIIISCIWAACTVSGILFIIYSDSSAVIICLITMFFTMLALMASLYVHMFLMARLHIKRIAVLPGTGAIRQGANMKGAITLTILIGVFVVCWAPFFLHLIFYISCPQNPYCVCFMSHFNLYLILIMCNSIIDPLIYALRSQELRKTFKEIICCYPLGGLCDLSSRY
MC4R antag cAMP – MC4R antagonists of cAMP signaling, primary screen, cell-based, TR-FRET, antagonist arm of biased-ligand search. Melanocortin receptor 4 (Homo sapiens), P32245. MC4R-expressing cells, MTII-stimulated cAMP, LANCE TR-FRET. inhibition, % at 6.5 µM. 0.48% of 360,000 active. AID 540295, 2011;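 active means inhibition above its plate's cutoff, the mean of tested wells on that plate plus 3 SD, cut at about 29% in these data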;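 further: 0% = Melanotan II alone and 100% = Melanotan II plus saturating MCL0020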
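Material – human MC4R-expressing U2OS cells · Repeats – no replicates · Detection – TR-FRET with Eu-cAMP and labeled anti-cAMP, 671 nm · Times – compound 30 min, challenge 1 h, detection 1 h · Compound – single nominal compound dose of 6.5 µM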
PDI inh – inhibitors of human PDI, primary screen, biochemical, turbidity, single point, plate reader; PDI insulin aggregation turbidity, A650, 90 min; inhibition, % at 10 µM; 0.052% of 350,000 active; AID 588391, 2011;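 active means mean inhibition across replicates of 30% or more, whatever share of single replicates reach that level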;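 further: absorbance from insulin aggregation driven by PDI reduction with DTT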
Target sequence (P07237 whole entry, looked up): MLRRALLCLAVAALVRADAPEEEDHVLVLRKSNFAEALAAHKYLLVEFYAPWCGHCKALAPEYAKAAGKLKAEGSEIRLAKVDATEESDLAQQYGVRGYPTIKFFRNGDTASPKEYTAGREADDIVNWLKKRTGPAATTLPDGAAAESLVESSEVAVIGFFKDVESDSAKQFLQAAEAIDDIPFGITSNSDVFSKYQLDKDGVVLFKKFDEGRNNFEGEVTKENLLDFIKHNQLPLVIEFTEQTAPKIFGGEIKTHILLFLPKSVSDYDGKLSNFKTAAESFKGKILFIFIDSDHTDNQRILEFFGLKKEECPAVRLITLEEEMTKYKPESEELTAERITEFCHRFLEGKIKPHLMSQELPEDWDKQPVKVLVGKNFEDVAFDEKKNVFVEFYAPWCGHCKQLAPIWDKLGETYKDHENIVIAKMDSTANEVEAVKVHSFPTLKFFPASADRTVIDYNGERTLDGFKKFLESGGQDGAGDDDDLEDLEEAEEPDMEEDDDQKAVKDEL
Granule exo inh – LAMP-1 surface exposure blockers, TALL-104 cells – cell-based, flow cytometry, MLPCN library, primary screen. TALL-104 LAMP-1 surface exposure; cells stimulated with thapsigargin and PMA. inhibition, % at 10 µM. 0.66% of 360,000 active;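 active means inhibition above about 55%, limit read from the data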
ABHD5-PLIN5 inh – ABHD5-PLIN5 interaction inhibitors, primary screen, cell lysate, split luciferase complementation, luminescence; AID 602281, 2012; Perilipin-5 (Homo sapiens) + 1-acylglycerol-3-phosphate O-acyltransferase ABHD5 (Homo …; Split G. princeps luciferase complementation, 4 h; 0.78% of 360,000 active; inhibition, % at 4 µM;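 active means inhibition above the mean inhibition across every tested compound plus 3 SD, cut at about 22% in these data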;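 further: 0% = DMSO only wells and the 100% control is not disclosed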
* = called active by the depositor; x = not tested or not shown.

SMILES	CaV13 FRET inh	HTR2A ag	ABCB6 inh MLPCN	N-glyco inh	Cardio protect	MC4R ag barr	MC4R antag cAMP	PDI inh	Granule exo inh	ABHD5-PLIN5 inh
COC(=O)C1(C(F)(F)F)N=C2Sc3ccccc3N2C(N2CCOCC2)=N1 (centres undefined)	-5	5	101	2	14	-0.4	7	x	2	-2
O=C(COc1ccc(F)c(Cl)c1)Nc1ccc(N2CCOCC2)cc1	-4	5	95	1	-2	1.1	16	0	51	-7
O=C(CN1CCN(CN2C(=O)NC3(CCCCCC3)C2=O)CC1)Nc1ccc(F)cc1	-2	-1	100	2	4	3.7	5	-4	0	0
CC(C)CCNC(=O)CCC(=O)NNc1nc2ccccc2c2nc(-c3ccccc3)nn12	-4	5	95	6	27	1.8	7	-1	6	1
O=C1OC(c2ccc(F)cc2)=C/C1=C\c1ccc(O)cc1	-5	-4	101	4	-14	3.0	10	2	1	5
CCOc1ccccc1C(=O)NC(C(=O)Nc1cccnc1)C(C)C (centres undefined)	5	3	99	-1	2	-0.5	8	-4	-2	-2
Cn1c(=O)n(C)c2cc(NS(=O)(=O)c3ccc(Cl)s3)ccc21	-3	4	102	6	-2	3.1	0	1	-3	4
C/C(CC(=O)Nc1ccc(Cl)cc1Cl)=N\NC(N)=S	-8	-5	99	0	-4	-2.1	11	-8	5	2
CC(C)C(=O)N1CCN(c2ccc(NC(=O)c3ccc4c(c3)OCCO4)cc2)CC1	-6	7	95	-2	2	-2.4	11	-1	-1	0
COc1ccccc1-n1c(SCC(=O)Nc2ccc(NC(C)=O)cc2)nc2c([nH]c3ccccc32)c1=O	-6	1	103	1	10	0.1	11	6	-1	13
Cc1ccc(S(=O)(=O)N2CCN(C(=O)COc3ccc(Br)cc3)CC2)cc1	-2	0	100	-2	-7	-1.7	11	2	9	3
O=C(Cn1c(C(F)(F)F)nc2ccccc21)NCCCN1CCOCC1	-5	4	100	-1	-1	-1.0	11	2	1	1
O=C(O)CC(NC(=O)C(F)(F)F)c1ccc2c(c1)OCO2 (centres undefined)	3	-1	94	2	-5	4.2	-8	-6	9	10
O=C(O)c1cc([N+](=O)[O-])ccc1C(=O)Nc1cccc([N+](=O)[O-])c1	-5	3	100	1	4	-1.9	9	0	1	3
CSc1ncccc1C(=O)OCC(=O)N1CC2(C)CC1CC(C)(C)C2 (centres undefined)	-9	-1	95	2	0	-1.6	4	2	2	2
CC1CCc2sc(C(=O)OCC(=O)NCc3ccccc3)cc2C1 (centres undefined)	-19	-5	104	13	-6	1.6	-16	0	-3	-5
COc1ccc(NC(=O)CCS(=O)(=O)c2ccc3c(c2)CCN3C(C)=O)cc1	-5	2	101	0	-1	0.5	5	-2	-1	4
CNC(=O)Nc1cccc(-c2ccnc(C)n2)c1	-4	3	102	0	5	-2.8	8	-4	-6	-4
CSc1ccc(CNc2ncc(-c3cccc([N+](=O)[O-])c3)n2C)cc1	-6	-4	100	1	7	4.2	12	-7	0	-1
COc1cccc(N2C(=O)C3C(C2=O)C2C=CC3C23CC3)c1 (centres undefined)	-5	-3	99	2	-4	-1.9	5	2	0	-2
NC(=O)NCc1ccccc1	-5	3	95	0	8	0.3	0	-3	-6	1
Oc1ccc2ccccc2c1C=NC12CN3CCN(CN(C3)C1)C2	-5	6	103	6	-10	0.7	2	2	6	-31
CC(=O)Nc1nc2cc3c(cc2s1)OCCO3	9	1	100	-5	-19	-0.1	0	x	1	5
FC(F)(F)c1cccc(-c2cc(C3CCNCC3)[nH]n2)c1	-4	6	101	1	2	1.5	10	8	11	6
Nc1c(N=Nc2cccc(Cl)c2)c(=O)[nH]n1-c1ccccc1	x	3	109	1	4	13*	7	-1	-5	5
CCC(=O)N1CCCC1(C)C(=O)Nc1ccc2nc(C)ccc2c1 (centres undefined)	-9	3	89	1	-4	-2.1	-2	2	-2	-2
CCCc1oc2c(c(=O)c1CC)C(=O)CC(C)(C)C2	-4	-1	102	1	3	-1.9	11	-4	0	1
COc1ccc(CCNC(=O)[C@@H](NC(=O)N2CC(=O)Nc3ccccc32)C(C)C)cc1OC	-7	3	105	7	2	-1.9	10	-3	-1	3
COc1ccc(Cl)cc1-c1nc(-c2ccc(NC(=O)c3cccs3)cc2)no1	x	3	87	0	56*	5.2	11	-15	-6	1
CC1CN(C(=O)c2ccccc2NS(=O)(=O)c2ccc(Cl)cc2)CC(C)O1 (centres undefined)	-5	4	100	0	4	-2.0	1	3	-5	-2
CCN(CC)C(=O)c1cccc2c1C(=O)c1ccccc1-2	-5	3	95	1	6	-0.8	5	0	0	0
CCOC(=O)CSc1nc2cc(C(=O)N3CCC(C(N)=O)CC3)ccc2c(=O)n1-c1ccccc1	x	-11	94	0	7	0.0	7	-7	3	6
Cn1nc(C(F)(F)F)c(C(=O)Nc2ccc(F)cc2F)c1Cl	-11	0	98	-2	-4	-2.6	0	-3	4	2
COc1ccc(/C=C(/C(=O)NCc2ccccc2)c2ccccc2)cc1	-3	-5	95	-7	-6	-2.2	5	18	0	-12
CN(CC(=O)NCCc1ccccc1)Cc1ccco1	-4	0	104	-2	-3	0.1	25	-2	0	9
CCOc1ccc(C(=O)CCN2CCCCCC2)cc1	x	1	104	-2	-19	-4.3	12	1	101*	9
CC(C)(C)N1CC(C(=O)Nc2ccc(C#N)cc2)CC1=O (centres undefined)	-20	4	103	0	0	0.1	17	-3	2	4
COc1ccc(C(CNC(=O)COc2ccc(C)c(C)c2)N2CCCCC2)cc1 (centres undefined)	-2	-13	101	-3	2	-2.0	3	6	6	1
CC(C)=CCN1CCN(Cc2c[nH]c3ccccc23)CC1CCO (centres undefined)	-21	13	100	-1	12	-0.2	1	4	4	-3
Cn1c(/C(C#N)=C(\O)c2ccc(Br)s2)nc2ccccc21	-17	5	91	2	3	-2.1	14	10	-1	3
COCCN(CC1CCCN(C2Cc3ccccc3C2)C1)C(=O)CCC(F)(F)F (centres undefined)	-4	-3	99	2	1	-0.8	11	11	2	0
O=C(CNC(=O)c1ccc(F)cc1)c1ccccc1	-6	-1	107	-9	-6	-0.8	9	-3	-10	2
Cc1ccccc1-c1cnc(C(O)c2cccc(C)c2C)[nH]1 (centres undefined)	-4	3	70*	3	-2	0.5	2	0	-8	2
CCOc1cc(/C=N/NC(=O)c2cccnc2)ccc1O	-2	3	92	1	-1	-0.9	-3	-3	2	1
COc1cccc(-n2nc3c(=O)n(Cc4ccccc4Cl)nc(C)c3c2C)c1	-5	-2	99	-10	-9	-2.5	7	15	2	-6
CCCCCOC(=O)Cn1c(=O)oc2ccccc21	-7	4	101	5	-15	1.3	21	x	-4	0
COC(=O)c1c(NC(=S)NN2CCOCC2)sc2c1CCCC2	-1	-2	96	1	-10	-2.4	13	4	4	-4
CCOc1c(S(=O)(=O)N2CCCC2)ccc(Cl)c1Cl	-6	5	96	-2	-7	-1.9	6	-15	0	2
Cc1ccc2c(CN3CCN(Cc4ccccc4)CC3)cc(=O)oc2c1	-18	-13	105	1	4	-0.8	-3	12	1	7
COc1ccc(S(=O)(=O)Cc2ccc(C(=O)N3CC(C)CC(C)C3)o2)cc1 (centres undefined)	-4	4	102	0	0	0.0	12	x	-4	-12
Next part.
SMILES	CaV13 FRET inh	HTR2A ag	ABCB6 inh MLPCN	N-glyco inh	Cardio protect	MC4R ag barr	MC4R antag cAMP	PDI inh	Granule exo inh	ABHD5-PLIN5 inh
Cc1ccc2[nH]c(=O)c(CN(CCO)Cc3nnnn3CCc3ccccc3)cc2c1	-1	4	198	0	8	0.4	4	8	8	2
COc1ccc(C(=O)NC(=S)Nc2nc(-c3ccc(OC)c(Br)c3)cs2)cc1Br	-2	-3	96	-3	-1	-2.0	4	-12	0	-8
CC(=O)Nc1ccc(SCc2ncc(-c3ccccc3)o2)cc1	-7	1	102	-5	-11	0.3	21	-8	1	-3
N#Cc1ccc(OS(=O)(=O)c2ccc(-c3ccon3)s2)cc1	-4	6	104	-3	-14	0.5	-3	1	-8	4
COCCNC(=O)CCN1N=C(c2ccccc2)CCC1=O	-3	-5	100	1	-2	-3.1	-5	6	0	-3
O=C(CSc1cccc2cccnc12)N/N=C/c1cccc(O)c1	-6	4	101	-2	7	0.3	0	9	1	-3
CCOC(=O)C1=C(C)N(CCC(=O)O)C(=O)NC1c1ccccc1Cl (centres undefined)	-5	1	100	1	-3	-0.8	1	3	14	1
CC/C(Cc1ccccc1)=N/NC(=O)CCn1nnc2ccccc21	8	-5	94	1	0	-1.4	9	-3	-1	0
CCCCCCSc1nsc(NC(=O)CC(C)C)n1	1	-1	98	0	-11	-2.0	24	-1	0	-22
CCc1ccc(NC(=O)CC2NCCNC2=O)cc1 (centres undefined)	-7	-1	97	3	1	-0.1	2	0	-1	0

Whole records, quoted from the list. Values in the order: CaV13 FRET inh	HTR2A ag	ABCB6 inh MLPCN	N-glyco inh	Cardio protect	MC4R ag barr	MC4R antag cAMP	PDI inh	Granule exo inh	ABHD5-PLIN5 inh
Profile of CCCCCCSc1nsc(NC(=O)CC(C)C)n1 : 1	-1	98	0	-11	-2.0	24	-1	0	-22
Profile of CC(=O)Nc1ccc(SCc2ncc(-c3ccccc3)o2)cc1 : -7	1	102	-5	-11	0.3	21	-8	1	-3

Going on with the list.
SMILES	CaV13 FRET inh	HTR2A ag	ABCB6 inh MLPCN	N-glyco inh	Cardio protect	MC4R ag barr	MC4R antag cAMP	PDI inh	Granule exo inh	ABHD5-PLIN5 inh
Cc1c(C(=O)NCCCN2CCOCC2)sc2ncnc(N3CCN(c4ccccc4)CC3)c12	-4	-6	102	3	20	-2.1	16	6	3	2
O=C1Nc2cc(Cl)ccc2C1(N1CCNCC1)C(F)(F)F (centres undefined)	-5	-1	95	0	-2	-1.5	-1	-3	2	2
CN(C)C=Nc1ccc2nc3c(cc2c1)[nH]c1ccccc13	-4	-1	95	1	-14	0.2	-9	2	10	-1
Cc1nc(C)c(C(=O)C2=C(O)C(=O)N(CCCn3ccnc3)C2c2ccc(Cl)cc2)s1 (centres undefined)	0	1	104	2	11	2.6	14	3	-5	-1
Cc1cccc(N2CCN(C(=O)CCC(=O)N3CCOc4ccc(Cl)cc43)CC2C)c1 (centres undefined)	-5	-3	90	-3	0	4.9	-3	x	0	-1
O=C(CSc1nc2ccccc2o1)c1ccc2c(c1)OCCO2	x	-4	102	0	-14	0.3	14	-1	-5	-5
COc1ccc(NC(=O)C2CCCN(S(=O)(=O)c3ccc4c(c3)CC(C)N4C(C)=O)C2)cc1 (centres undefined)	-3	-6	103	-1	-5	-1.0	3	2	-5	-10
